# Pf gamet viab: inhibitors of late stage P. falciparum gametocyte viability. hit rate 0.065% among 150,000. inhibition, % at 10.9 µM. AID 743093. P. falciparum stage V gametocytes, ATP luminescence, 24 h;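 active means inhibition above the mean plus 3 SD of compounds within the control limits, set per campaign, cut at about 38% in these data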;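 further: 0% = DMSO wells and 100% = medium only without gametocytes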
# Rab2 wt GTP: changes GTP binding to wildtype dog Rab2A, up or down. hit rate 0.19% among 190,000. GST-Rab2 wt beads, Bodipy-GTP binding, flow cytometry. GTP binding activity, % at 10 µM. AID 760;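 active means GTP binding activity at least 20 points away from 100%, either lowered or raised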;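 further: 0% = beads with excess unlabeled GTP and 100% = no-compound control corrected for plate trend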
# GSH bead fluor: compound fluoresces at 488/530 nm on GSH beads | GSH beads flow cytometry, compound fluorescence 488/530 nm; hits give high values | fluorescence (KMESF) at 10 µM | hit rate 0.25% among 190,000 | AID 1776; in the data active means fluorescence above about 89;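 further: glutathione beads carrying GST-tagged Bcl family fusion proteins plus one bare bead set; values are compound well signal with DMSO vehicle wells as background; inactives centre near 16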
# Avidin bead fluor: avidin bead compound fluorescence profile; Avidin beads, compound fluorescence 488/530 nm, flow cytometry; hits give high values; fluorescence (KMESF) at 10 µM; hit rate 0.38% among 220,000; AID 1775; in the data active means fluorescence above about 47; further: inactives centre near 10
# HRas wt GTP bind: modulators of GTP binding to human HRas wildtype. GTP binding activity, % at 10 µM. GST-Ras wt beads, Bodipy-FL-GTP binding, flow cytometry; actives lie on both sides. P01112. hit rate 0.14% among 190,000;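 active means GTP binding activity at least 20% away from the 100% baseline, either lowered as inhibitor or raised as activator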;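 further: 0% = unlabeled GTP competition control and 100% = no-compound control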
# Target sequence (P01112 whole entry, looked up): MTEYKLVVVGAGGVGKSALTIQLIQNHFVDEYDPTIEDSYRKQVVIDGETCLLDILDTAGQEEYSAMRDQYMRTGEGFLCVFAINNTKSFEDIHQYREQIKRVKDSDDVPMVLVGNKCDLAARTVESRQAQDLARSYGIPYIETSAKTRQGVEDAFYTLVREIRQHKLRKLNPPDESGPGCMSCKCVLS
# Cdc42 wt: modulators (inhibitors or activators) of GTP binding to human Cdc42 wildtype. GST-Cdc42 beads, Bodipy-GTP binding, flow cytometry; actives lie on both sides. percent activity (GTP binding), % at 10 µM. hit rate 0.2% among 190,000;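 active means percent activity GTP binding at least 20 points away from the 100% baseline, either down as inhibitor or up as activator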;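 further: median bead fluorescence of bound Bodipy-FL-GTP at 100 nM; 0% = excess unlabeled GTP control and 100% = no compound control; below 100% means less GTP binding so inhibitor and above means activator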
# Target sequence (P60953 whole entry, looked up): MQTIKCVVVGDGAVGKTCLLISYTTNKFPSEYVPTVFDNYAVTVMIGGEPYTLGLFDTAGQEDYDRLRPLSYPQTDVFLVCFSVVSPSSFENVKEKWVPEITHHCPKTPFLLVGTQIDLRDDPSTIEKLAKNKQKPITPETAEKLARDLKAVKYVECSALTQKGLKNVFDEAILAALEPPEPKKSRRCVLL
# ABCB1 block: blocks JC-1 efflux by human ABCB1 transporter | P08183 | AID 1326 | inhibition, % at 6.6 µM | CCRF-Adr cells, flow cytometry | hit rate 0.067% among 190,000; in the data active means inhibition above about 40%;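 further: 0% = vehicle and 100% = reference inhibitor; higher value means more JC-1 retained so stronger ABCB1 efflux block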
# Rac1 act GTP bind: alters GTP binding to activated mutant human Rac1; P63000; GST-Rac1 activated beads, fluorescent GTP binding, flow cytometry; actives lie on both sides; 100% means binding = to untreated wells; percent activity (GTP binding), % at 10 µM; hit rate 0.11% among 190,000; AID 764;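 active means GTP binding at least 20 percentage points away from the 100% baseline, in either direction, so actives lie on both sides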
# ABCG2 inh: inhibitors of human ABCG2 transporter, ABCB1 counter-screen. IgMXP3 cells, JC-1 efflux, flow cytometry. hit rate 0.1% among 190,000. AID 1325. Q9UNQ0. inhibition, % at 6.6 µM;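 active means inhibition above 80%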;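 further: 0% = DMSO and 100% = nicardipine control wells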
# Target sequence (Q9UNQ0 whole entry, looked up): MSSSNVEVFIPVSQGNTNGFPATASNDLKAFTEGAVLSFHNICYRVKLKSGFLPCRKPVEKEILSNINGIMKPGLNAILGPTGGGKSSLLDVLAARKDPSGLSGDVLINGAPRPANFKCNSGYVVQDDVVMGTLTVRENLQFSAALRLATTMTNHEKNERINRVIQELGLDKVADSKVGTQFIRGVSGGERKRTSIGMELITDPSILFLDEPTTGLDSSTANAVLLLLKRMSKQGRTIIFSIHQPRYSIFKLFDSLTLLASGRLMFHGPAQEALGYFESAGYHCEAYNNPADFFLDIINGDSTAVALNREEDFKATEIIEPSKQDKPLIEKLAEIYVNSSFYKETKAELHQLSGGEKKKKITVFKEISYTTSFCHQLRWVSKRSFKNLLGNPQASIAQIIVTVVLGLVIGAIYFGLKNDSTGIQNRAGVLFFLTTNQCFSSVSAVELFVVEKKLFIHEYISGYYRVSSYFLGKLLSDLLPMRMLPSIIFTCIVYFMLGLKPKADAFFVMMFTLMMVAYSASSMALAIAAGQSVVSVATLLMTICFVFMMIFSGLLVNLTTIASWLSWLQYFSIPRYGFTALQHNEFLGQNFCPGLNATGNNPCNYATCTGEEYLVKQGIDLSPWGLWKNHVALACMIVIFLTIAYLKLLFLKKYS
#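 test system = two drug-resistant human cell lines, ABCG2 and ABCB1 | amount = 3 million cells/mL final, two lines in 1:1 ratio | reagent = JC-1 transporter substrate | doses = one concentration, 6.6 µM final | incubation = 10 min at 25 °C | signal = flow cytometric JC-1 green MFI at 530 nm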
# Rab7 wt modul: modulators of GTP binding to dog Rab7 wildtype GTPase; GST-Rab7 beads, fluorescent GTP binding, flow cytometry; actives lie on both sides; untreated = 100%, excess cold GTP = 0%; GTP binding activity (percent of control), % at 10 µM; hit rate 0.055% among 190,000;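 active means fluorescent GTP binding to Rab7 beads changed by at least 20 points from the 100% baseline, either direction, mostly lower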;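 further: median green fluorescence of bound Bodipy-FL-GTP per Rab7 bead population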
# Rac1 wt modul: modulators of human Rac1 wildtype GTP binding | GTP binding activity (% of control), % at 10 µM | GST-Rac1 beads, fluorescent GTP binding, flow cytometry; actives lie on both sides; 0 = cold GTP competed, 100 = untreated | hit rate 0.27% among 190,000 | P63000;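 active means GTP binding activity at least 20 points away from the 100% control level, either lower or higher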
# The depositor's hits bear a star; x = not tested or not shown.
cpd	SMILES	Rac1 act GTP bind	Rab2 wt GTP	Pf gamet viab	Rab7 wt modul	GSH bead fluor	ABCG2 inh	Cdc42 wt	HRas wt GTP bind	Avidin bead fluor	Rac1 wt modul	ABCB1 block
1	Cc1cc2cc(C=C(C#N)C#N)c(Cl)nc2cc1C	97.0	99.0	1.7	99.0	10	10.6	101.0	96.0	4	98.0	0.6
2	CCCCNC(NCCCC)=C(S(=O)(=O)CC)S(=O)(=O)CC	98.0	99.0	15.7	100.0	60	0.7	101.0	100.0	7	104.0	0.2
3	COCCSc1ccccc1C(=O)N1CCc2ccccc2C1	97.0	102.0	16.8	105.0	20	4.5	103.0	99.0	9	101.0	0.7
4	OCCC1CN(Cc2cccnc2)CCN1CCc1ccccc1 (stereo not drawn)	99.0	98.0	11.6	98.0	14	0.9	98.0	99.0	6	101.0	0.1
5	CCOC(=O)c1ccc(NC(=O)c2cc(=O)[nH]c3ccccc23)cc1	95.0	96.0	x	94.0	19	3.9	97.0	95.0	13	96.0	0.3
6	CCN(C(=O)COC(=O)C1CCN(S(=O)(=O)c2cccs2)CC1)c1ccccc1	96.0	95.0	1.7	91.0	11	-0.4	94.0	95.0	12	98.0	0.0
7	COc1ccc(CCNC(=O)C2CCN(S(=O)(=O)c3ccc(-n4cnnn4)cc3)CC2)cc1OC	105.0	102.0	x	99.0	13	4.6	109.0	105.0	12	112.0	0.5
8	CNS(=O)(=O)c1cccc(C(=O)OCc2csc(-c3ccccc3)n2)c1	100.0	97.0	x	93.0	8	1.2	98.0	99.0	5	102.0	-0.6
9	CCOC(=O)Cn1nc(-c2ccc(Cl)cc2)cc1N	98.0	101.0	-8.2	104.0	6	1.9	100.0	103.0	10	103.0	0.2
10	Cn1c(=O)oc2cc(S(=O)(=O)NCCCN3CCCC3=O)ccc21	96.0	98.0	x	99.0	25	0.6	97.0	98.0	8	98.0	0.1
11	O=C(Nc1nn[nH]n1)C12CC3CC(CC(C3)C1)C2	101.0	99.0	x	96.0	5	0.0	102.0	100.0	10	103.0	0.1
12	Cc1c(CCOC(=O)c2cc([N+](=O)[O-])ccc2Cl)sc[n+]1CCCCS(=O)(=O)[O-]	96.0	100.0	11.5	106.0	13	3.4	96.0	100.0	10	99.0	1.2
13	CCc1ccccc1SCc1noc(C(=O)NCC2CCCO2)c1C(=O)O (stereo not drawn)	94.0	93.0	-16.5	95.0	33	1.6	95.0	95.0	9	92.0	0.1
14	CC1(C)N=C(N)N=C(N)N1c1cccc(C(=O)O)c1	99.0	103.0	x	99.0	15	1.5	105.0	101.0	9	105.0	0.4
15	CCOC(=O)CCc1c(C)c2ccc(OCc3ccc([N+](=O)[O-])cc3)cc2oc1=O	100.0	102.0	x	107.0	19	42.3	105.0	104.0	23	105.0	0.8
16	O=C(Nc1ccc(S(=O)(=O)N2CCCC2)cc1)c1cnccn1	96.0	97.0	18.0	101.0	14	2.8	96.0	97.0	11	100.0	0.5
17	Clc1ncnc2scc(-c3ccccc3)c12	98.0	97.0	x	94.0	17	3.2	100.0	97.0	8	101.0	0.2
18	CNC(=S)N/N=C(\C)c1ccc(-n2ccnc2)cc1	101.0	99.0	-10.4	99.0	16	1.6	105.0	102.0	26	106.0	0.1
19	[O-]/C(=C(\C(=S)Nc1cccc2ccccc12)[n+]1ccccc1)c1cccs1	96.0	98.0	-1.4	107.0	10	-0.9	96.0	98.0	5	96.0	-0.4
20	Cc1cccc(Cn2ccc(NC(=O)c3cccnc3)n2)c1	99.0	101.0	-0.9	102.0	19	4.5	99.0	100.0	5	101.0	1.7
21	O=C(Cn1c(=O)oc2cc(S(=O)(=O)N3CCCC3)ccc21)NCc1ccc(F)cc1	98.0	100.0	x	100.0	24	0.7	99.0	99.0	8	100.0	0.1
22	CCOc1cccc2cc(C(=O)N3CCN(C/C=C/c4ccccc4)CC3)c(=O)oc12	100.0	101.0	x	99.0	20	28.4	99.0	98.0	28	102.0	3.0
23	O=C(COc1ccc(S(=O)(=O)N2CCOCC2)cc1)N1CCCCCC1	95.0	100.0	x	108.0	13	2.6	97.0	101.0	8	97.0	1.8
24	COc1ccc(C2C=C(Nc3ccccc3)C(=O)N2c2ccccc2)cc1OC (stereo not drawn)	103.0	102.0	-2.6	99.0	13	-2.6	102.0	103.0	7	106.0	-0.5
25	COc1cc(-c2noc(CCC(=O)Nc3cccnc3)n2)cc(OC)c1OC	97.0	96.0	10.0	95.0	43	5.6	99.0	98.0	6	98.0	0.3
26	O=C(C1CCCO1)N1CCN(C(=S)Nc2ccc(F)cc2)CC1 (stereo not drawn)	101.0	101.0	x	98.0	22	-1.7	99.0	102.0	8	101.0	-0.2
27	O=C(CC1SC(N2CCCCC2)=NC1=O)Nc1cccc(C(=O)O)c1 (stereo not drawn)	96.0	98.0	-0.6	97.0	9	1.0	98.0	99.0	23	101.0	0.3
28	O=C(CSC1=NCCS1)Nc1cccc2ccccc12	101.0	100.0	x	99.0	27	10.4	103.0	104.0	13	107.0	0.0
29	CCOC(=O)C(C#N)C(Cc1ccccc1)c1ccco1 (stereo not drawn)	99.0	99.0	-9.0	98.0	5	1.4	101.0	99.0	8	105.0	0.1
30	O=C(CSc1nnc(-c2ccccn2)n1-c1ccccc1)Nc1ccc2c(c1)OCO2	91.0	89.0	x	94.0	16	10.9	88.0	93.0	33	91.0	0.8
31	CN(C)c1ccc(C(=O)N2CCCC2)cc1	94.0	97.0	x	92.0	13	-0.8	97.0	96.0	9	94.0	0.0
32	CCCOC(=O)c1ccc(NS(=O)(=O)c2cccs2)cc1	93.0	94.0	9.5	99.0	15	-0.5	97.0	99.0	12	96.0	-0.1
33	O=C(CCN1C(=O)C2C3C=CC(C3)C2C1=O)N1CCN(c2ccccc2F)CC1 (stereo not drawn)	100.0	104.0	-20.2	105.0	22	6.6	105.0	102.0	28	107.0	0.5
34	CCN1C(c2ccccc2)=C(c2ccccc2)S/C1=C/C=C1\SC(=S)N(C)C1=O	69.0*	71.0*	x	72.0*	8	-0.4	67.0*	66.0*	18	71.0*	-0.2
35	CCN(Cc1cc2cc(OC)ccc2[nH]c1=O)C(=O)Cc1ccc(OC)cc1	96.0	96.0	11.4	95.0	27	0.8	96.0	97.0	9	96.0	-0.3
36	CCOC(=O)NC(=O)/C(C#N)=N\Nc1cccc(OC)c1	92.0	98.0	x	100.0	12	6.1	96.0	97.0	11	96.0	0.6
37	CCC(C(=O)Nc1ccc(C)cc1)c1ccccc1 (stereo not drawn)	95.0	101.0	13.6	103.0	14	28.9	97.0	102.0	9	101.0	0.9
38	CCOc1ccc(-c2nc(-c3cccs3)c(CC(=O)O)s2)cc1OC	95.0	93.0	-29.5	93.0	12	0.5	95.0	97.0	16	99.0	-0.2
39	CC(=O)c1cn(CC(=O)Nc2ccc(C)c(C)c2)c2ccccc12	92.0	97.0	x	105.0	8	-0.2	91.0	99.0	19	99.0	-0.2
40	CCOC(=O)c1nnn(-c2nonc2N)c1-c1ccc(C)cc1	98.0	100.0	x	100.0	27	0.6	103.0	100.0	9	102.0	0.3

# For reference, 13 of the compounds above:
cpd	SMILES	Rac1 act GTP bind	Rab2 wt GTP	Pf gamet viab	Rab7 wt modul	GSH bead fluor	ABCG2 inh	Cdc42 wt	HRas wt GTP bind	Avidin bead fluor	Rac1 wt modul	ABCB1 block
28	O=C(CSC1=NCCS1)Nc1cccc2ccccc12	101.0	100.0	x	99.0	27	10.4	103.0	104.0	13	107.0	0.0
29	CCOC(=O)C(C#N)C(Cc1ccccc1)c1ccco1 (stereo not drawn)	99.0	99.0	-9.0	98.0	5	1.4	101.0	99.0	8	105.0	0.1
30	O=C(CSc1nnc(-c2ccccn2)n1-c1ccccc1)Nc1ccc2c(c1)OCO2	91.0	89.0	x	94.0	16	10.9	88.0	93.0	33	91.0	0.8
31	CN(C)c1ccc(C(=O)N2CCCC2)cc1	94.0	97.0	x	92.0	13	-0.8	97.0	96.0	9	94.0	0.0
32	CCCOC(=O)c1ccc(NS(=O)(=O)c2cccs2)cc1	93.0	94.0	9.5	99.0	15	-0.5	97.0	99.0	12	96.0	-0.1
33	O=C(CCN1C(=O)C2C3C=CC(C3)C2C1=O)N1CCN(c2ccccc2F)CC1 (stereo not drawn)	100.0	104.0	-20.2	105.0	22	6.6	105.0	102.0	28	107.0	0.5
34	CCN1C(c2ccccc2)=C(c2ccccc2)S/C1=C/C=C1\SC(=S)N(C)C1=O	69.0*	71.0*	x	72.0*	8	-0.4	67.0*	66.0*	18	71.0*	-0.2
35	CCN(Cc1cc2cc(OC)ccc2[nH]c1=O)C(=O)Cc1ccc(OC)cc1	96.0	96.0	11.4	95.0	27	0.8	96.0	97.0	9	96.0	-0.3
36	CCOC(=O)NC(=O)/C(C#N)=N\Nc1cccc(OC)c1	92.0	98.0	x	100.0	12	6.1	96.0	97.0	11	96.0	0.6
37	CCC(C(=O)Nc1ccc(C)cc1)c1ccccc1 (stereo not drawn)	95.0	101.0	13.6	103.0	14	28.9	97.0	102.0	9	101.0	0.9
38	CCOc1ccc(-c2nc(-c3cccs3)c(CC(=O)O)s2)cc1OC	95.0	93.0	-29.5	93.0	12	0.5	95.0	97.0	16	99.0	-0.2
39	CC(=O)c1cn(CC(=O)Nc2ccc(C)c(C)c2)c2ccccc12	92.0	97.0	x	105.0	8	-0.2	91.0	99.0	19	99.0	-0.2
40	CCOC(=O)c1nnn(-c2nonc2N)c1-c1ccc(C)cc1	98.0	100.0	x	100.0	27	0.6	103.0	100.0	9	102.0	0.3

# Remaining list, next part.
cpd	SMILES	Rac1 act GTP bind	Rab2 wt GTP	Pf gamet viab	Rab7 wt modul	GSH bead fluor	ABCG2 inh	Cdc42 wt	HRas wt GTP bind	Avidin bead fluor	Rac1 wt modul	ABCB1 block
41	COC(=O)c1ccc2nc(NC(=O)C(C)C)sc2c1	95.0	98.0	-7.8	102.0	11	1.1	96.0	100.0	26	95.0	-0.4
42	COc1ccccc1C(=O)Oc1ccc2c(c1)O/C(=C\c1ccncc1)C2=O	96.0	98.0	5.9	94.0	7	9.3	96.0	98.0	6	99.0	0.7
43	O=C(Nc1cc(F)cc(F)c1)c1ccc(NCCc2ccccc2)c([N+](=O)[O-])c1	99.0	96.0	5.4	95.0	13	4.2	93.0	97.0	9	98.0	0.7
44	Cc1ccc(N(CC(=O)NN=C2CCN(C)CC2)S(=O)(=O)c2ccccc2)c(C)c1	102.0	103.0	x	99.0	21	-3.3	101.0	99.0	14	101.0	-0.2

# From PubChem BioAssay
